High-throughput results deposited in PubChem BioAssay by several laboratories.
Bcl-B TR3 displacers = displacers of TR3 peptide from Bcl-B, primary screen, selectivity assay for Bfl-1 inhibitor project, biochemical, fluorescence polarization; FP displacement of FITC-TR3 peptide from Bcl-B; higher % means a stronger effect; hit rate 0.11% among 96,000; Bcl-2-like protein 10 (Homo sapiens); AID 748, 2007; displacement, % at 20 µM, or IC50 in µM where a hit was titrated;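 active = displacement above 50% at 20 µM plus a fluorescence interference ratio under 1.5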;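 also: plate controls were wells without compound for no effect and wells lacking Bcl-B protein for full effect; a part of the inactive calls stands beside numbers as strong as those of hits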
MRP resist rev = reversal of MRP1-mediated doxorubicin resistance, primary screen, H69AR cells, doxorubicin co-treatment; H69AR cells + 2 uM doxorubicin, CellTiter-Glo, 72 h; differential viability (reversal), % at 10 µM; hit rate 0.04% among 85,000; AID 602, 2007;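 active = viability drop by adding the cancer drug above about 55%, with treated viability meeting a 40% cutoff, limit read from the data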;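 also: viability without doxorubicin minus viability with 2 µM doxorubicin for each compound; larger differential means the compound sensitizes cells more to doxorubicin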
IL1B NFkB pot = enhancers of NFkB p65 translocation in HUVEC – imaging, IL-1B stimulus, high-content imaging, primary screen; HUVEC IL-1B NFkB p65 nuclear translocation imaging; activation, % at 2 µM; hit rate 0.3% among 94,000; AID 819, 2007;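 active = activation above 40%, about the mean plus 3 SD, also judged a hit on visual image review; inconclusive = activation above 40% but not a hit on visual review; inactive = activation not above 40% and no visual hit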;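 also: percent activation is computed from the nuclear over cytoplasmic p65 intensity ratio; values of inactives mirror those of a sister screen read the other way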
PLAP inhibitors HTS = PLAP enzyme inhibitors, biochemical, luminescence, HTS (AID 690); Alkaline phosphatase, placental type (Homo sapiens); purified PLAP, luminescent substrate; higher % means a stronger effect; inhibition, % at 20 µM, or IC50 in µM where a hit was titrated; hit rate 0.08% among 96,000; in the data active = a potency from the dose series; inactive = the rest, 99 in 100 with inhibition below about 30%; also: strong numbers were not always called active
IL1B NFkB inh = inhibitors of IL-1B driven NFkB p65 nuclear import, primary screen, imaging, HUVEC, IL-1B stimulus, high-content imaging. HUVEC IL-1B NFkB p65 nuclear translocation imaging. inhibition, % at 2 µM. hit rate 0.43% among 94,000. AID 796, 2007;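 active = inhibition above about 30% together with a positive call from visual inspection of the well image, limit read from the data; inconclusive = inhibition above a set limit but visual check negative; inactive = inhibition not above a set limit, visual check negative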;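 also: nuclear over cytoplasmic p65 intensity ratio measured by imaging; 0% = IL-1B stimulated DMSO wells and 100% = unstimulated DMSO wells; values of inactives mirror those of a sister screen read the other way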
MRP resist rev cytotoxicity = further read-out of MRP resist rev, marked with its call; viability, %; H69AR cells, CellTiter-Glo, 72 h; measured here: cytotoxicity without doxorubicin
MRP resist rev with doxorubicin = also measured in MRP resist rev; calls as there; viability, %; measured here: viability with 2 uM doxorubicin; stronger effect = lower value
IL1B NFkB inh cell count 2 µM = second read-out of IL1B NFkB inh, no call of its own (marks repeat the call); cell count; measured here: cells passing quality filter;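 raw number of nuclei counted in each imaged well without normalization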
IL1B NFkB pot cell count 2 µM = also measured in IL1B NFkB pot; calls as there; cell count; measured here: cells passing quality filter
* hit, by the source's call; ? = inconclusive; / = no result given.

A first look:
nr	SMILES	Bcl-B TR3 displacers	MRP resist rev	MRP resist rev cytotoxicity	MRP resist rev with doxorubicin	IL1B NFkB pot	IL1B NFkB pot cell count 2 µM	PLAP inhibitors HTS	IL1B NFkB inh	IL1B NFkB inh cell count 2 µM
1	COc1cccc2c(=O)n(CC(=O)NC3CCCC3)ccc12	0%	5	103	98	0	165	-3%	0	165
2	O=C(NCC1CCCO1)c1cc(-c2ccco2)nc2ccccc12 (stereo unspecified)	22%	0	80	80	16	130	8%	-16	130
3	CCC(N1CCOC1=O)S(=O)(=O)c1ccc(C)cc1 (stereo unspecified)	1%	28	108	81	8	199	2%	-8	199
4	COc1ccc(Oc2ncc(CN3CCN(c4ccccc4)CC3)s2)cc1	-3%	11	96	85	5	174	-78%	-5	174

All compounds of this part, previewed entries included:
nr	SMILES	Bcl-B TR3 displacers	MRP resist rev	MRP resist rev cytotoxicity	MRP resist rev with doxorubicin	IL1B NFkB pot	IL1B NFkB pot cell count 2 µM	PLAP inhibitors HTS	IL1B NFkB inh	IL1B NFkB inh cell count 2 µM
1	COc1cccc2c(=O)n(CC(=O)NC3CCCC3)ccc12	0%	5	103	98	0	165	-3%	0	165
2	O=C(NCC1CCCO1)c1cc(-c2ccco2)nc2ccccc12 (stereo unspecified)	22%	0	80	80	16	130	8%	-16	130
3	CCC(N1CCOC1=O)S(=O)(=O)c1ccc(C)cc1 (stereo unspecified)	1%	28	108	81	8	199	2%	-8	199
4	COc1ccc(Oc2ncc(CN3CCN(c4ccccc4)CC3)s2)cc1	-3%	11	96	85	5	174	-78%	-5	174
5	O=C(Nc1nc2c(c(=O)[nH]1)CCCC2)C1CC1	-2%	-31	58	89	-1	91	-18%	1	91
6	O=C(CN1C(=O)NC2(CCCCC2)C1=O)Nc1ccccc1Cl	4%	11	99	89	/	/	13%	/	/
7	N=c1n(CCN2CCOCC2)c2ccccc2n1Cc1ccccc1Br	-1%	8	78	70	2	207	-36%	-2	207
8	Cc1ccc2nc(-c3cccc(NC(=O)c4ccco4)c3)[nH]c2c1	-13%	-8	21	29	16	151	-58%	-16	151
9	O=C1c2ccccc2C(=O)N1CCCSc1nc2ccccc2o1	3%	-6	99	105	?	/	-11%	-40	142
10	Cc1cc(C(=O)OCC(=O)NC2CCCCC2)c(C)o1	-5%	10	100	90	10	195	15%	-10	195
11	Cc1cccc(OCCCN2CCCCCC2)c1	-6%	11	83	72	4	99	12%	-4	99
12	CCN(CC)C(=O)/C(=C\c1ccc2c(c1)OCO2)NC(=O)c1ccc(Br)cc1	-2%	/	/	/	0	122	3%	3	166
13	COCCCNC(=O)CN(c1cc(OC)ccc1OC)S(=O)(=O)c1ccccc1	-10%	-4	101	105	-2	107	-4%	2	107
14	CC(Cl)C(=O)NNc1cccc(Cl)n1 (stereo unspecified)	-1%	/	/	/	-5	195	-20%	5	195
15	CC(C)(C)C(=O)NC1CCN(C(=O)N2CCCC2)CC1	-4%	4	100	96	3	130	4%	-3	130
16	CCOc1ccc2[nH]c(C)c(CN3CCN(C)CC3)c(=O)c2c1	3%	4	84	80	10	194	11%	-10	194
17	O=C(COc1ccccc1Cl)NC(=S)Nc1cccc(NC(=O)c2ccccc2Cl)c1	7%	/	/	/	/	/	10%	/	/
18	COC(=O)c1cc(COc2ccc3c(c2)oc(=O)c2ccccc23)c(C)o1	-4%	-19	20	39	-5	52	17%	5	52
19	CCCCOC(=O)CNc1nnc(SCC(=O)OCC)[nH]c1=O	0%	5	86	81	-9	158	-13%	9	158
20	O=C(c1cc2c(ccc3ccccc32)oc1=O)N1CCN(CCO)CC1	/	/	/	/	8	42	/	-8	42
21	Cc1[nH]nc2c1C1(CCC3(CC1)OCCO3)C(C#N)=C(N)O2	-6%	8	99	91	14	154	11%	-14	154
22	COc1ccccc1OCC(=O)OCC(=O)Nc1ncc(Cl)cc1Cl	12%	1	87	86	11	104	9%	-11	104
23	Cc1ccccc1C(=O)NC1CCN(C(=O)N(c2ccccc2)c2ccccc2)CC1	-2%	-19	73	93	6	177	-42%	-6	177
24	COCCSc1ccccc1C(=O)N1CCN(Cc2ccc3c(c2)OCO3)CC1	-2%	4	102	99	-4	75	-20%	4	75
25	COc1ccc(/C=C2/C(=O)N(CC3CCCO3)C(=S)N2C)c(OC)c1 (stereo unspecified)	11%	/	/	/	12	165	-8%	-12	165
26	CCOC(=O)CSc1nc(N)c(C#N)c(-c2cccs2)c1C#N	-1%	/	/	/	-2	123	4%	2	123
27	CCOC(=O)C(Cc1cc(C(C)=O)ccc1OCC)C(=O)OCC	-12%	1	77	76	9	165	-8%	-9	165
28	CCc1nnc(NC(=O)c2sc3nc4cc(C)ccc4cc3c2N)s1	2%	/	/	/	-4	157	-22%	4	157
29	Cc1occc1C(=O)NCc1cccc(CNC(=O)c2ccoc2C)c1	23%	5	92	87	0	162	-12%	0	162
30	Cn1c(C(=O)OCC(=O)NCCc2ccccc2)cc2sccc21	-3%	-6	94	100	12	176	25%	-12	176

The list continues.
nr	SMILES	Bcl-B TR3 displacers	MRP resist rev	MRP resist rev cytotoxicity	MRP resist rev with doxorubicin	IL1B NFkB pot	IL1B NFkB pot cell count 2 µM	PLAP inhibitors HTS	IL1B NFkB inh	IL1B NFkB inh cell count 2 µM
31	Nc1ncnc2nc(Sc3ccc(Cl)cc3)[nH]c12	2%	-38	42	80	-34	107	2%	34*	107*
32	COc1ccc(OC)c(CCNC(=O)C2CCN(c3nnc(-n4cccc4)s3)CC2)c1	1%	-22	66	88	6	164	-64%	-6	164
33	COc1ccccc1-n1cnnc1SCC(=O)N1CC(=O)Nc2ccccc21	-1%	18	110	92	13	181	-12%	-13	181
34	COc1ccccc1-c1cc(C(F)(F)F)nc(N2CCCC2)n1	14%	3	103	100	29	146	-45%	-28	146
35	Nc1c(-c2ccc(F)cc2)cnn1C1CCS(=O)(=O)C1 (stereo unspecified)	-11%	14	98	84	-1	47	8%	1	47
36	CCOC(=O)c1sc(NC(=O)CSc2nnc(Cc3ccccc3)o2)c(C#N)c1C	4%	9	66	57	-2	98	-15%	2	98
37	COc1ccc(NC(=O)C2CCCN(S(=O)(=O)c3cccnc3)C2)c(OC)c1 (stereo unspecified)	10%	8	90	82	-3	186	-54%	3	186
38	O=C(O)c1cc(-c2ccco2)[nH]n1	/	8	103	96	2	136	/	-2	136
39	CCSc1cnc(-c2ccccc2)n1CC	4%	5	96	91	35	134	-3%	-35	134
40	O=C(Cn1nc(-c2ccc(Cl)cc2)ccc1=O)NCC1CCCO1 (stereo unspecified)	-6%	7	102	95	0	203	4%	0	203
41	Cc1cccc(N(CC(=O)NC2CCCCC2)C(=O)c2ccc(C)s2)c1	3%	/	/	/	6	123	-3%	-6	123
42	COc1ccccc1CNC(=O)c1ccc(NS(=O)(=O)c2c(C)noc2C)cc1	-7%	/	/	/	4	191	-16%	-4	191
43	COc1cc2[nH]c(=O)n(CCCCCC(=O)NCCCN3CCCC3=O)c(=O)c2cc1OC	-4%	/	/	/	3	145	-19%	-3	145
44	COc1cccc(-c2noc(C(C)n3nc(C)c([N+](=O)[O-])c3C)n2)c1 (stereo unspecified)	-6%	/	/	/	-12	132	13%	12	132
45	Cc1ccc(OC(=O)c2cccc(C(=O)Oc3ccc(C)cc3)n2)cc1	2%	7	97	89	-4	99	1%	4	99
46	CCOC(=O)CSc1nc2ccccc2n2cnnc12	19%	-4	82	86	-9	78	7%	9	78
47	O=C(COc1ccccc1)N1CCN(S(=O)(=O)c2cccs2)CC1	-6%	/	/	/	/	/	10%	/	/
48	CCC(C)NCc1ccc(C(=O)OC)o1 (stereo unspecified)	1%	9	103	94	1	166	5%	-1	166
49	CC(C)(C#N)N([O-])C=C[N+](=O)C(C)(C)C#N	13%	-9	69	78	14	137	2%	-14	137
50	CCc1ccc(NC(=O)CNS(=O)(=O)c2c(C)noc2C)cc1	-21%	/	/	/	11	151	-16%	-11	151
51	CC(C)CCNC(=O)C1CC(c2cccc([N+](=O)[O-])c2)=NO1 (stereo unspecified)	0%	/	/	/	3	185	7%	-3	185
52	CCN(CC(=O)NC1CCS(=O)(=O)C1)c1ccc(S(C)(=O)=O)cc1[N+](=O)[O-] (stereo unspecified)	-4%	3	109	105	7	162	0%	-7	162
53	O=C(Cc1ccccc1)N1CCCC(c2nc(-c3ccc(S(=O)(=O)N4CCCC4)cc3)no2)C1 (stereo unspecified)	-6%	0	76	76	-5	151	-25%	5	151
54	COc1ccc(N2C(=O)CCC(C(=O)O)C2c2ccc(F)cc2)cc1 (stereo unspecified)	4%	13	101	88	14	128	-6%	-14	128
55	O=C(c1cccnc1)N1CCN(C(=O)c2ccco2)CC1	/	-2	98	100	0	117	/	0	117
56	CC(=O)N1CCc2cc(S(=O)(=O)NC(CC(C)C)C(=O)N3CCc4ccccc4C3)ccc21 (stereo unspecified)	-22%	8	90	82	-4	207	-37%	4	207
57	CCOc1cc(-c2nc(-c3ccc(OC)cc3)no2)cc(OCC)c1OCC	6%	8	78	70	5	112	3%	-5	112
58	O=C(C1CCC(CNc2c(N3CCOCC3)c(=O)c2=O)CC1)N1CCN(c2ccccc2)CC1 (stereo unspecified)	0%	-8	92	100	/	/	-45%	/	/
59	CCOC(=O)Cc1csc(SCn2nnc3ccccc3c2=O)n1	-2%	/	/	/	/	/	-14%	/	/
60	COc1cccc(-c2nc(CS(=O)(=O)CC(=O)NC3CCCc4ccccc43)c(C)o2)c1 (stereo unspecified)	11%	-3	74	78	7	203	-89%	-7	203
61	CC1CN(C2CC(C)(C)NC(C)(C)C2)CCC1=O (stereo unspecified)	20%	7	98	91	9	110	2%	-10	110
62	Cc1ccc(SCC(=O)Nc2ccc(-c3nnc(-c4ccco4)o3)cc2)cc1	-10%	/	/	/	-6	121	17%	6	121
63	O=C(Nc1ccc(-c2nc3ccc(NC(=O)c4cccs4)cc3[nH]2)cc1)c1cccs1	20%	-2	3	5	17	124	-67%	-17	124

Fetched by compound from the list above, five records:
nr	SMILES	Bcl-B TR3 displacers	MRP resist rev	MRP resist rev cytotoxicity	MRP resist rev with doxorubicin	IL1B NFkB pot	IL1B NFkB pot cell count 2 µM	PLAP inhibitors HTS	IL1B NFkB inh	IL1B NFkB inh cell count 2 µM
36	CCOC(=O)c1sc(NC(=O)CSc2nnc(Cc3ccccc3)o2)c(C#N)c1C	4%	9	66	57	-2	98	-15%	2	98
37	COc1ccc(NC(=O)C2CCCN(S(=O)(=O)c3cccnc3)C2)c(OC)c1 (stereo unspecified)	10%	8	90	82	-3	186	-54%	3	186
32	COc1ccc(OC)c(CCNC(=O)C2CCN(c3nnc(-n4cccc4)s3)CC2)c1	1%	-22	66	88	6	164	-64%	-6	164
43	COc1cc2[nH]c(=O)n(CCCCCC(=O)NCCCN3CCCC3=O)c(=O)c2cc1OC	-4%	/	/	/	3	145	-19%	-3	145
44	COc1cccc(-c2noc(C(C)n3nc(C)c([N+](=O)[O-])c3C)n2)c1 (stereo unspecified)	-6%	/	/	/	-12	132	13%	12	132

Only part of the results is shown, so the mix of outcomes need not match the whole.
